hIAP inh = human IAP inhibition; purified IAP, CDP-Star luminescence, 30 min; inhibition, % at 10 µM; 330,000 tested, 0.12% active; AID 2544;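 active = inhibition reaching a set limit with compound at 10 µM in the primary screen, cut at about 35% in these data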;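 also: plate controls were DMSO wells with enzyme for no effect and no-enzyme buffer wells for full effect; values of inactives mirror those of a sister screen read the other way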
Target sequence (P09923 whole entry, looked up): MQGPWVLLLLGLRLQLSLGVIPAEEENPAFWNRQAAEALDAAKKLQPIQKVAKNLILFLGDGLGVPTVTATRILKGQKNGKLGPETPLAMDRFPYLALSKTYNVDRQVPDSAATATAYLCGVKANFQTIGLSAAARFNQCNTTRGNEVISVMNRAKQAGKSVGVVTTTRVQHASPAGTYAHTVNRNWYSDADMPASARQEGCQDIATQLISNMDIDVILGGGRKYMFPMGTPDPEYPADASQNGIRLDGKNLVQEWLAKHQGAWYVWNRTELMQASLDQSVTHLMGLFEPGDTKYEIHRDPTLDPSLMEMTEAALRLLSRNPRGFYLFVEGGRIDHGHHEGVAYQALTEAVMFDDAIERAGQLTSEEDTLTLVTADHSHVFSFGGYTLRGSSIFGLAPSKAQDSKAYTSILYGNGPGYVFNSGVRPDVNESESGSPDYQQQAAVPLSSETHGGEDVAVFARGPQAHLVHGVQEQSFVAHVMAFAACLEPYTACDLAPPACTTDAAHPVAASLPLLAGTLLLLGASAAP
mIAP activ = increases mouse intestinal alkaline phosphatase activity; activation factor at 10 µM; 330,000 tested, 0.24% active; muIAP, CDP-Star luminescence, 30 min; active compounds read high; 1 = vehicle-only enzyme signal, 0 = enzyme-free wells;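 active = activation factor of at least 2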; also: the source names both 10 and 20 µM as test concentration; values of inactives mirror those of a sister screen read the other way
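Assay system: mouse IAP enzyme; Reagent: CDP-Star chemiluminescent phosphatase substrate; Compound: DMSO-dissolved test compounds; Incubation: 30 min, room temperature; Technique: luminescence from enzymatic CDP-Star hydrolysis; Controls: DMSO-only wells and no-enzyme negative control.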
hIAP activ = human IAP activation; purified human IAP, CDP-Star luminescence, 30 min; active compounds read high; 1 = vehicle-only enzyme, 0 = enzyme-free background; 330,000 tested, 0.16% active; activation factor at 10 µM;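 active = activation factor of the enzyme at least 2-fold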; also: the source names both 10 and 20 µM as test concentration; values of inactives mirror those of a sister screen read the other way
beta cell repl = inducers of beta-cell replication in MIN6 cells. proliferation, % at 10 µM. AID 2380. 330,000 tested, 0.29% active. MIN6 cells proliferation, ATPlite luminescence, 48 h; cells starved in 0.2% serum; 100% = growth in 10% serum;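 active = compounds whose signal lies at least 3.5 SD above the mean of all wells on their plate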;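 also: 0% = DMSO-treated cells in low-serum medium and 100% = 10% serum control; some compounds called inactive have numbers as strong as hits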
mIAP inh = mouse IAP inhibition; purified mouse IAP, CDP-Star luminescence, 30 min; inhibition, % at 10 µM; 330,000 tested, 0.2% active;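 active = inhibition of at least 40% at 10 µM in the primary screen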;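 also: plate controls were DMSO with enzyme for no effect and no enzyme wells for full effect; values of inactives mirror those of a sister screen read the other way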
MPTP block = inhibitors of mitochondrial permeability transition pore | isolated mouse mitochondria, Ca2+ swelling absorbance, 30 min | inhibition, % at 10 µM | 360,000 tested, 1.4% active | AID 602449;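 active = inhibition of 50% or more, scaled per plate between neutral and stimulator controls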;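 also: 0% = DMSO wells given calcium and 100% = 1 mM EGTA wells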
A3A deaminase = human APOBEC3A DNA deaminase inhibition; AID 493011; 330,000 tested, 0.41% active; recombinant A3A, FAM/TAMRA ssDNA deamination fluorescence; inhibition, % at 20 µM;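 active = at least 40% inhibition at 20 µM here, with at most 30% in a related deaminase screen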;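 also: plate controls were A3A with DMSO for no effect and wells lacking A3A enzyme for full effect; some results filed as inactive read as strong as hits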
Target sequence (P31941 whole entry, looked up): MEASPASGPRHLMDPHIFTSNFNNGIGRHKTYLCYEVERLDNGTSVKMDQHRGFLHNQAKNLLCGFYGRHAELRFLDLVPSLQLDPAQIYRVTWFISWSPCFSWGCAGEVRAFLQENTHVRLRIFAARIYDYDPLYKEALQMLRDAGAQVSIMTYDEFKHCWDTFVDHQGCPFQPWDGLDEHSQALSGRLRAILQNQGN
GRIN3A LBD mod = modulators (binders) of human NR3A ligand-binding domain. NR3A LBD differential scanning fluorimetry, Tm shift; 0% = protein alone, 100% = glycine-bound protein. Tm shift relative to glycine control, % at 25 µM. 340,000 tested, 2.5% active. AID 1259313;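 active = melting temperature shift of at least 10% of the positive control shift, at one fixed dose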
APOBEC3G inh = inhibitors of human APOBEC3G DNA deaminase; recombinant A3G, ssDNA deamination FAM/TAMRA fluorescence; inhibition, % at 20 µM; 330,000 tested, 0.28% active; AID 493012;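 active = inhibition of at least 40% at 20 µM, with no more than 30% in the related APOBEC3A deaminase screen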;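 also: plate controls were DMSO wells with A3G for no effect and wells lacking A3G enzyme for full effect; some compounds called inactive have numbers as strong as hits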
Starred values were filed as active, the others as inactive; / = no result given; & = joins results of further samples.

SMILES	hIAP inh	mIAP activ	hIAP activ	beta cell repl	mIAP inh	MPTP block	A3A deaminase	GRIN3A LBD mod	APOBEC3G inh
CCn1c(=O)c(C(=O)NCc2cccnc2)c(O)c2ccccc21	6	1	0.94	-6	-4	-0.2	-1	1	1
COc1ccc2oc(=O)c(C(=O)NCc3ccccc3)cc2c1	0	1.1	1	-3	-9	-0.5	-2	-1	-7
COc1ccc(S(=O)(=O)c2nnn(-c3cccc(OC)c3)c2N)cc1	5	0.94	0.95	4	6	0.1	3	-1	-2
CCCCCc1ccc(-c2ccc(/C=C/C(N)=O)cc2)nc1	1	0.89	0.99	-1	11	0.1	2	3	-3
O=C(COC(=O)c1cnccn1)c1cccc([N+](=O)[O-])c1	7	0.98	0.93	1	2	0.7	-5	4	-9
Cc1sc2ncnc(N3CCC(C(=O)Nc4nc(-c5cccs5)cs4)CC3)c2c1C	-22	1.1	1.2	-6	-14	0.3	-2	-1	-10
O=C(CCC1COc2ccccc2O1)Nc1ccc(Cl)cn1 (stereo not given)	-28	0.99	1.3	-1	1	-0.2	-2	12*	-9
COCCn1c(C)cc(C2=NNC(=NC(C)(C)C)SC2)c1C	11	0.84	0.89	-7	16	-1.6	-4	0	-5
O=C(Nc1ccc(-c2nc3ccc(NC(=O)c4cccs4)cc3[nH]2)cc1)c1cccs1	-1	1.1	1	-4	-8	3.0	-3	30*	-5
COc1ccc(C(C#N)N2N=C(C)CC2c2ccccc2)cc1OC (stereo not given)	-4	1	1	-1	-2	0.6	-6	-2	-5
COc1ccccc1C(=O)C1CCCN(C(=O)CN2CCCCC2=O)C1 (stereo not given)	8	1	0.92	-3	-1	1.3	-2	-2	-5
Cc1ccnc(NC(=O)CC(c2ccccc2)c2ccccc2)n1	-13	1.1	1.1	-1	-12	3.9	-6	0	-8
CCOC(=O)N1CCN(C(=O)CSc2ccc(C(=O)OC)cc2[N+](=O)[O-])CC1	6	0.99	0.94	-1	0	0.1	1	-1	0
O=C(c1ccco1)N1CCN(C(=O)c2cc(-c3ccccn3)nc3ccccc23)CC1	-4	0.92	1	2	8	-2.4	0	-1	-5
CCO[C@@H]1OC(C(=O)O)=C[C@H](c2ccc(Br)cc2)[C@H]1CCCO	9	0.98	0.91	-6	2	-1.9	-4	4	-8
CCCS(=O)(=O)N1CCN(c2ccccn2)CC1	-5	1	1.1	0	0	-0.4	2	-1	-9
OCCC1CN(C2CCN(c3ccccc3F)CC2)CCN1Cc1ccccc1 (stereo not given)	-8	1.1	1.1	-1	-5	1.7	-2	-2	-5
COc1ccc2c(Cl)c(-c3nnc(SCC(=O)c4ccccc4)n3C)sc2c1	8	0.98	0.93	0	2	14	-2	1	-2
O=C(Nc1ccc(-c2nc3ccccc3o2)cc1)C1CCCO1 (stereo not given)	-6	0.87	1.1	-4	13	-1.0	-1	-11	-6
Cc1n[nH]c(C)c1S(=O)(=O)N1CCC(C(=O)Nc2cccc(F)c2)CC1	-33	1.1	1.3	-5	-10	0.0	-4	1	-5
CCOC(=O)c1ccc(CSc2n[nH]c(C)n2)o1	5	0.94	0.95	-2	6	0.2	-1	-1	-4
Cc1cc(Cl)ccc1C1=CC(=O)C[C@H](c2ccc(F)cc2)C1	3	0.92	0.97	-5	8	0.2	1	-4	-3
Nc1ccn(Cc2cccc(F)c2)n1	0	1	1	-3	0	-1.1	-4	1	-7
C=CCn1c(SCC(=O)Nc2ncc(Cc3ccc(Br)cc3)s2)nnc1-c1ccncc1	-6	0.9	1.1	-1	10	1.5	0	-2	-4
CCCCNC(=O)C(=O)NCCCn1ccnc1	12	1	0.88	-1	-4	-2.6	-1	1	-16
NS(=O)(=O)c1ccc(NC(=O)COC(=O)C2CC2)cc1	-18	0.92	1.2	-1	8	-1.4	-2	-3	-8
CSC1=N/C(=C/c2cccnc2)C(=O)N1Cc1ccc(Cl)cc1	14	0.9	0.86	-1	10	11	0	-3	-6
CCSc1nc2ccccc2[nH]1	3&10	1.1&1.1	0.97&0.9	-1&-3	-6&-7	-0.2&-0.3	5&3	0&2	2&5
O=C(O)C1C2C=CC(O2)C1C(=O)NCCC1=CCCCC1 (stereo not given)	-24	1.1	1.2	-1	-15	-1.9	25	0	15
O=C(CCC1CCN(C(=O)c2cccc(Cl)c2F)CC1)Nc1ccccc1	-18	0.95	1.2	-3	5	-1.1	1	1	-2
CCN(CC)c1ccc(NC(=O)c2ccccc2F)cc1S(=O)(=O)Nc1ccccc1OC	0	0.83	1	-4	17	-0.3	3	0	32
CCCCOC(=O)C1[C@H]2C(=O)N(CCc3ccccc3)C[C@]23C=C[C@H]1O3 (stereo not given in full)	-2	0.99	1	-1	0	-1.1	-6	-9	-7
O=C(NCc1ccc2c(c1)OCO2)C(=O)Nc1ccccc1	0	0.97	1	-1	3	-0.3	0	0	-11
c1ccc(-c2csc(Nc3nc(N4CCOCC4)nc(N4CCOCC4)n3)n2)cc1	14	0.99	0.86	-1	1	-1.2	-3	1	-4
COc1cccc2sc(N3CCN(c4nc5ccccc5s4)CC3)nc12	1	0.99	0.99	-3	1	8.3	-3	-3	-3
Cc1cccc2c1N(CCCOc1ccccc1)C(=O)C2=O	23	0.87	0.77	-7	13	-2.8	-5	0	-7
Cc1cc(C)nc(NS(=O)(=O)c2ccc(-n3cccc3)cc2)n1	-6	1	1.1	0	-4	-1.2	6	1	3
Cc1ccc(O)c(C(=O)c2cnc3c(c2)CN(CCC(C)C)C(=O)N3)c1	1	0.95	0.99	-2	5	1.6	-5	1	-4
Cc1ccccc1Nc1c(N)c(=O)oc2ccccc12	-13	1.1	1.1	-2	-8	5.8	-2	2	0
CSCCC(Nc1nc2ccccc2s1)C(=O)O (stereo not given)	8	1.1	0.92	-2	-5	0.8	2	-1	0
CC1CCCC(N2CCN(S(=O)(=O)c3ccccc3)CC2)C1 (stereo not given)	0	1.1	1	-1	-6	-0.7	-2	-2	-8
C/C(=C\C(=O)C(F)(F)F)Nc1ccc(C(F)(F)F)cc1	9	0.95	0.91	-2	5	-1.5	-4	-1	-7
Cc1ccc2cc(C3C(C#N)=C(N)Oc4c3ccc3cccnc43)c(=O)[nH]c2c1 (stereo not given)	-43	0.91	1.4	-6	9	-3.0	7	-4	-4
COc1ccc(CCNC(=O)CSc2nnc(Cn3c(=O)sc4ccccc43)n2C)cc1OC	11	0.94	0.89	2	6	-2.1	-1	11*	-5
Cc1cccc(NC(=O)CCS(=O)(=O)c2ccccc2)n1	-2	0.93	1	0	7	-1.4	3	-1	0
O=C(Nc1nnc(-c2cc(Cl)ccc2Cl)o1)C1=COCCO1	-6	0.98	1.1	-4	2	-1.6	0	-1	-1
COc1ccc(C2CC(Cn3cc(C#N)c(=O)n(C)c3=O)ON2C)cc1 (stereo not given)	-2	0.98	1	-3	2	0.0	2	0	-4
CCn1c(SCC(=O)N2CCCCC2)nc2c1c(=O)n(C)c(=O)n2C	-16	1	1.2	-1	-2	-1.6	0	-1	3
COc1ccc(N2CCN(S(=O)(=O)c3ccc(Cl)s3)CC2)cc1	5	0.96	0.95	-3	4	9.6	3	1	-9
CCn1nc(NC(=O)COC)c2cc3cccc(C)c3nc21	-27	1.3	1.3	-1	-30	4.3	-2	1	-7
CC(C)(C)c1ccc(-c2ccc3c(c2)S(=O)(=O)c2ccccc2C3=O)cc1	-19	0.99	1.2	-3	1	4.1	0	0	22
COc1ccc(Cl)cc1NC(=O)Cn1c(=O)oc2ccccc21	-2	1	1	0	-2	2.3	-5	1	-9
CN=c1scc(-c2cc(OC)ccc2OC)n1/N=C/c1c(C)[nH]c2ccccc12	-3	0.95	1	-5	5	1.3	-3	1	-11
CN(CC(=O)Nc1ccc(F)cc1)C(=O)C1CCN(S(=O)(=O)c2ccc3c(c2)OCCO3)CC1	-18	1.1	1.2	0	-8	-0.7	0	/	-3
Cc1cccc(S(=O)(=O)Nc2cc(Cl)ccc2N2CCOCC2)c1	12	1.1	0.88	-2	-6	-0.5	-1	2	-6
Cc1cc(NC(=O)/C=C/c2cccc(F)c2)n(-c2nc3ccccc3[nH]2)n1	-30	0.95	1.3	-5	5	2.5	1	5	-4
Cc1cc(CNC(=O)C2CCC(=O)N(CCc3cccc(F)c3)C2)on1 (stereo not given)	-37	1.1	1.4	-4	-9	-0.8	2	0	1
CCOc1ccc(N(CC(=O)NCc2ccccc2)S(=O)(=O)c2ccc(C)cc2)cc1	-4	1	1	0	-4	1.1	0	0	-2
COc1ccc(OCCCC(=O)Nc2ccc3c(c2)OCO3)cc1	-5	1.2	1.1	0	-16	2.0	1	-11	6
COc1ccc(/C=C2\N=C(C)OC2=O)cc1OC	5	0.98	0.95	-1	2	1.3	-3	1	-8

Next part:
SMILES	hIAP inh	mIAP activ	hIAP activ	beta cell repl	mIAP inh	MPTP block	A3A deaminase	GRIN3A LBD mod	APOBEC3G inh
Cc1cc2cc(CN(Cc3ccco3)S(=O)(=O)c3c(C)ccc4nsnc34)c(=O)[nH]c2cc1C	-3	0.95	1	-1	5	19	-1	-1	-5
COc1cccc2cc(C(=O)N3CCN(c4ccc(C)cc4C)CC3)c(=O)oc12	14	1.1	0.86	0	-6	-3.8	3	2	-3
O=C(O)c1ccccc1C(=O)Nc1ccccc1NC(=O)c1ccccc1C(=O)O	-15	1.1	1.1	1	-12	0.9	-4	3	-6
O=C(COC(=O)c1ccc(N2CCOCC2)c([N+](=O)[O-])c1)Nc1ccc2c(c1)OCO2	1	0.92	0.99	0	8	0.0	0	-4	-1
Cn1c(=O)c2c(nc(SCCN3CCOCC3)n2Cc2cccc3ccccc23)n(C)c1=O	-4	0.9	1	-4	10	2.6	-3	0	-9
Cc1ccc(C(=O)/C=C/NCc2ccc(F)cc2)cc1	14	0.98	0.86	-1	2	2.3	13	-3	-5
FC(F)(F)c1cc(C(F)(F)F)c2ccc(N3CCN(c4ccccc4)CC3)nc2n1	13	0.91	0.87	-1	9	9.1	-2	3	-2
CCCCOc1ccc(N(CC(=O)NC2CCCCC2)C(=O)c2snc(C(N)=O)c2N)cc1	22	0.95	0.78	2	5	1.3	-3	-1	-7
CC(C)(C)NC(=O)CSc1nnc(-c2ccncc2)o1	5	1	0.95	4	-1	-1.2	1	-3	-5
O=c1cc(-c2cccc(Br)c2)oc2cccc(O)c12	3	0.98	0.97	-8	2	-0.8	1	-2	-3
COc1c(CC=C(C)C)c(O)cc2oc(=O)c3c4ccc(O)cc4oc3c12	-8	1.1	1.1	-5	-8	2.6	2	10	17
CC1CCN(C(=O)CCS(=O)(=O)c2cc3c(cc2Cl)NC(=O)CO3)CC1	3	0.97	0.97	-6	3	-1.7	-3	0	-3
CN(/N=C/c1cc(Cl)cc(Cl)c1O)c1c(Cl)cccc1[N+](=O)[O-]	24	0.89	0.76	-4	11	5.8	5	-4	17
Nc1c(C(=O)C2CC2)sc2nc(-c3cccs3)cc(C(F)(F)F)c12	-11	1.1	1.1	-2	-8	-2.9	-7	-1	-9
COc1ccc(NS(=O)(=O)c2cccc(C(=O)NNC(=O)c3cc(S(N)(=O)=O)ccc3OC)c2)cc1	-11	0.88	1.1	-1	12	-0.9	-4	6	-3

An excerpt from the list above:
SMILES	hIAP inh	mIAP activ	hIAP activ	beta cell repl	mIAP inh	MPTP block	A3A deaminase	GRIN3A LBD mod	APOBEC3G inh
Cn1c(=O)c2c(nc(SCCN3CCOCC3)n2Cc2cccc3ccccc23)n(C)c1=O	-4	0.9	1	-4	10	2.6	-3	0	-9
Cc1ccc(C(=O)/C=C/NCc2ccc(F)cc2)cc1	14	0.98	0.86	-1	2	2.3	13	-3	-5
